S-ASM inh = Inhibitors of Secretory Acid Sphingomyelinase (S-ASM): qHTS; hit rate 0.006% among 340,000; Potency, µM (doses to about 57.5 µM), for the others: top-dose activity change, negative = inhibition, actives largely listed as inhibitors; placental ASM, HMU-PC fluorogenic substrate, 60 min; AID 504937, 2011; also: potency is read from the fitted curve at half-maximal effect
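Human placenta-derived ASM enzyme was preincubated with compound for 10 minutes at room temperature, then given fluorogenic substrate HMU-PC0 (9 uM final) for 60 minutes at 37 °C; a pH 10 stop preceded fluorescence reading at Ex 386/Em 447 nm.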
MBNL1-CUG inh = qHTS Assay for Inhibitors of MBNL1-poly(CUG) RNA binding | Muscleblind-like protein 1 (Homo sapiens), Q9NR56 | TR-FRET MBNL1-His/biotin-(CUG)12 binding, 665/545 ratio | Potency, µM (titrated, usually from 57.5 µM), for the others: top-dose activity change, negative = inhibition, actives largely listed as inhibitors | hit rate 0.036% among 280,000; active = well fitted inhibition curve with a large enough effect in the signal ratio, with a control signal flat, not every such curve was filed as active; inconclusive = small, poorly fitted or top-dose-only effect, or effect the other way, or a change in a side signal; inactive = no such curve, though single readings can be large or run the other way; the % refers to the signal ratio; also: potency is read from the fitted curve at half-maximal effect; % is scaled to controls: 0 for no effect and ±100 for the full control effect
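Ratiometric TR-FRET (665 over 545 nm, excitation 340 nm) tracks disruption of MBNL1-His/biotin-(CUG)12 complex after 60 min at room temperature, with compounds at 92 nM to 58 uM final.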
GALK inhibitor = qHTS Assay for Inhibitors of Human Galactokinase (GALK). Potency, µM (series often up to 57.5 µM), inactives show top-dose activity change, negative = inhibition, most hits filed as inhibitors. P51570. hit rate 0.007% among 270,000. Purified GALK, Kinase-Glo residual ATP luminescence; also: potency is read from the fitted curve at half-maximal effect; % is scaled to controls: 0 for no effect and ±100 for the full control effect
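Galactose (100 uM) and ATP (35 uM) were turned over by 5 nM GALK for 1 h at RT. Kinase-Glo Plus then converted the remaining ATP into a luminescent signal.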
Mito fusion act = qHTS Assay for Small Molecule Inhibitors of Mitochondrial Division or Activators of Mitochondrial Fusion; S. cerevisiae fusion-defective mutant growth rescue, CellTiterGlo 48 h; hit rate 0.23% among 320,000; Potency, µM (top dose mostly 46.1 µM), without a hit: at the highest dose growth rescue (activation), actives largely listed as activators; AID 485298, 2010;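 also: potency is read from the fitted curve at half-maximal effect; % of control where 0% means no effect; nearly all actives have a fitted effect of over 45% in size; temperature-sensitive fusion mutants such as fzo1-1 at 37 °C on non-fermentable ethanol glycerol medium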
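Yeast fusion mutant, YPEG (non-fermentable carbon), compound, 48 h at 37C non-permissive; CellTiterGlo added, 10 min RT, luminescence read. Rescued growth = division inhibition.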
TSHR antagonist = Antagonists of the Thyroid Stimulating Hormone Receptor: HTS campaign; Thyrotropin receptor (Homo sapiens), P16473; TSHR-expressing cells, TSH-stimulated cAMP HTRF, 2 h; active compounds read low; activity change, negative = inhibition, % at 11.5 µM; hit rate 0.2% among 330,000; AID 504810, 2011;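 active = activity change below a set negative limit, meaning inhibition stronger than a set level, cut at about -70% in these data; inconclusive = activity change between two set negative limits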; also: % is scaled to controls: 0 for no effect and ±100 for the full control effect
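Freshly harvested TSHR cells receive pin-tooled compound, then EC80 TSH at 4nM final. After 2 hours at 37 deg C, antibody in lysis buffer and cAMP-d2 are added; 30 minutes at ambient temperature precede the HTRF read.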
KCNH2 WT inh = qHTS for Inhibitors of KCHN2 3.1: Wildtype qHTS; Voltage-gated inwardly rectifying potassium channel KCNH2 (Homo sapiens), Q12809; U2OS, BacMam KCNH2, thallium flux FluxOr; active compounds read low; activity change, % at 1.84 µM; hit rate 0.37% among 340,000;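 active = maximum activity change below -70%; inconclusive = maximum activity change between -70% and -50%; inactive = maximum activity change above -50%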; also: % is scaled to controls: 0 for no effect and ±100 for the full control effect
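U2OS cells transduced with wild-type KCNH2 virus are loaded with FluxOr dye for 45 min, and thallium flux is measured in kinetic reads before and after stimulation buffer. Rate constants are normalized to DMSO controls.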
Eya2 phos inh = qHTS Assay for Inhibitors of the Phosphatase Activity of Eya2 | recombinant Eya2, OMFP fluorescence dephosphorylation (OMFP is methylfluorescein phosphate) | hit rate 0.006% among 330,000 | Potency, µM (highest dose often 76.9 µM), for the others: top-dose activity, negative = inhibition, most hits filed as inhibitors; also: potency is read from the fitted curve at half-maximal effect; % is scaled to controls: 0 for no effect and ±100 for the full control effect
Target sequence (O00167 whole entry, looked up): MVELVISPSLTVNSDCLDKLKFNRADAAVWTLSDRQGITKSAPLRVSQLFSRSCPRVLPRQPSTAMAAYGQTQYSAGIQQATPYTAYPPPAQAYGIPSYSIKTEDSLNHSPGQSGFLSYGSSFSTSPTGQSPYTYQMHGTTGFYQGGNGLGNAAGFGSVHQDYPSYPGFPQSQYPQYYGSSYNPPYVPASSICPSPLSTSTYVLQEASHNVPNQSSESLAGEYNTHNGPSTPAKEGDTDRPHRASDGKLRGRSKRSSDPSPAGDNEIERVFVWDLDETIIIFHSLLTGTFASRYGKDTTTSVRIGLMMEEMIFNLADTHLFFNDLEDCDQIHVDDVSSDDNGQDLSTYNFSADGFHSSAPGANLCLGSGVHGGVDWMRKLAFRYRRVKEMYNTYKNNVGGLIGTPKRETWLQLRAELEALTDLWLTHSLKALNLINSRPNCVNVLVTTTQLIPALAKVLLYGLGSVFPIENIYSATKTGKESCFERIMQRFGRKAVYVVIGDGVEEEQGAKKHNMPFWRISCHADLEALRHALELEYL
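Eya2 (0.2 uM) preincubated 10 min at ambient with compound, then OMFP substrate added at 50 uM; 10 min reaction in 50 mM HEPES pH 7.5, 50 mM NaCl, 5 uM MgCl2, 0.05% BSA, 1 mM DTT. Fluorescence read at Ex 485/Em 525 nm.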
BCR signal inh = qHTS Assay to Find Inhibitors of Chronic Active B-Cell Receptor Signaling; AID 493014, 2011; hit rate 0.05% among 340,000; Potency, µM (top dose mostly 46.1 µM), for the others: at the top dose ratio change, negative = lower green/red ratio, most hits filed as inhibitors; ABC-DLBCL IkBa-CBG/CBR reporter, luminescence ratio, 4 h; active = well fitted inhibition curve with a large enough effect in the signal ratio, with a control signal flat, not every such curve was filed as active; inconclusive = small, poorly fitted or top-dose-only effect, or effect the other way, or a change in a side signal; the % refers to the signal ratio;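 also: potency is read from the fitted curve at half-maximal effect; plate controls were basal doxycycline-induced cells for no effect and cells given 10 µM MG132 for full effect; MG132 reads +100%, hits lower the ratio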
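TMD8 human ABC-DLBCL cells with doxycycline-inducible IκBα–green luciferase fusion and unfused red luciferase, in 0.5% FBS medium; compounds up to 46 uM, 4 h at 37C. Green/red luminescence ratio, filter-overlap corrected, fitted to concentration-response curves.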
Menin MLL FP TR = qHTS Assay for Inhibitors Targeting the Menin-MLL Interaction in MLL Related Leukemias: Competition With Texas Red Labeled MLL-derived Mutant Peptide | hit rate 0.23% among 270,000 | AID 1768, 2009 | Potency, µM (series often up to 61.6 µM), for the others: top-dose FP activity change, negative = inhibition, usual class: inhibitors | Menin + Texas Red MLL mutant peptide, fluorescence polarization; active = well fitted inhibition curve with a large enough effect in the polarisation, with a control signal flat, not every such curve was filed as active; inconclusive = small, poorly fitted or top-dose-only effect, or effect the other way, or a change in a side signal; inactive = no such curve, though single readings can be large or run the other way; the % refers to the polarisation; also: potency is read from the fitted curve at half-maximal effect; % of control where 0% means no effect; many of its hits are not listed in these tables
Target sequence (O00255 whole entry, looked up): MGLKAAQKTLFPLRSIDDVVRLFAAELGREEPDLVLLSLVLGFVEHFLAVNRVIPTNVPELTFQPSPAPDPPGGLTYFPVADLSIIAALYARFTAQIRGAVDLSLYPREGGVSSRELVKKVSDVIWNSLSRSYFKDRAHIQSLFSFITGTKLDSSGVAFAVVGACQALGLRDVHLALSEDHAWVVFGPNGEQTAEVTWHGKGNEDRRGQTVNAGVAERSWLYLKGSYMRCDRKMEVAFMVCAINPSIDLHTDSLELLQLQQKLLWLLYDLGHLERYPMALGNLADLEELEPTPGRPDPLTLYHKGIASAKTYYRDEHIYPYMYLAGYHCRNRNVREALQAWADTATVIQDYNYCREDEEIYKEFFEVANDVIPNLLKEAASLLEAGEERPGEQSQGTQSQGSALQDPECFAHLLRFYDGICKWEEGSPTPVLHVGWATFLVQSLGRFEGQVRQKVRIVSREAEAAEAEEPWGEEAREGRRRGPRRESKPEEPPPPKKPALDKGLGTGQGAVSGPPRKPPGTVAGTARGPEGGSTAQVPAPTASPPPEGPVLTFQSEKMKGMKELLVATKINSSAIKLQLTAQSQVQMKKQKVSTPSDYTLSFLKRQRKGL
PKM2 activator = qHTS Assay for Activators of Human Muscle isoform 2 Pyruvate Kinase; hit rate 0.34% among 260,000; purified PKM2, Kinase-Glo ATP luminescence, activation; response scale: 0% is enzyme alone, no compound; AID 1631, 2009; Potency, µM (top dose mostly 57.5 µM), for inactives: top-dose activation, hits mostly activators; Pyruvate kinase PKM (Homo sapiens), P14618; also: potency is read from the fitted curve at half-maximal effect; % is scaled to controls: 0 for no effect and ±100 for the full control effect; nearly all actives have a fitted effect of over 55% in size
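Purified hPK-M2 (>95% pure) converted ADP (0.1 mM final) to ATP with 0.5 mM PEP in 50 mM imidazole pH7.2, KCl, MgCl2, Tween 20, BSA; 1 h at room temperature. ATP detected by Kinase-Glo luminescence.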
USP2a inh = qHTS Assay for Inhibitors of Ubiquitin-specific Protease USP2a Using CHOP2 as the Reporter. Potency, µM (titrated, usually from 38.3 µM), inactives show at the highest dose activity change, negative = inhibition, usual class: inhibitors. USP2 core, Ub-CHOP2 coupled fluorogenic reporter, 485/531. hit rate 0.01% among 330,000;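 also: potency is read from the fitted curve at half-maximal effect; plate controls were DMSO wells for no effect and full inhibition by NEM control for full effect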
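USP2 core (10nM final) preincubated 30min RT with compound in 20mM Tris-HCl pH 8.0, 2mM CaCl2, 2mM beta-mercaptoethanol, 0.05% CHAPS; 25nM Ub-CHOP2 plus 25nM reporter substrate added, fluorescence (Ex485/Em531) read after 60min.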
An asterisk follows results filed as active; i = inactive; ? = inconclusive; / = no result given; & = joins results of further samples; [ ] = another dose, or the depositor's remark. Unless noted, calls follow the shape of the dose curve; as a rule, active = well fitted curve in the direction sought with a large enough effect; inconclusive = small, poorly fitted or top-dose-only effect, or another doubt; inactive = no such curve, though single readings can be large; an effect the other way counts as inactive or inconclusive.

SMILES	S-ASM inh	MBNL1-CUG inh	GALK inhibitor	Mito fusion act	TSHR antagonist	KCNH2 WT inh	Eya2 phos inh	BCR signal inh	Menin MLL FP TR	PKM2 activator	USP2a inh
Cc1nnc(NCCO)c2ccccc12	2%	-8%	1%	2%	16	-7	-7%	2%	3%	3%	7%
O=S(=O)(c1cccc(-c2csc(-c3cccnc3)n2)c1)N1CCCCC1	-6%	26%	-2%	2%	-16	3	-8%	0%	?	0%	2%
CC(=O)c1c(C)[nH]c(C(=O)Nc2c(C)n(C)n(-c3ccccc3)c2=O)c1C	4%	-3%	0%	1%	75	-2	-1%	4%	-27%	21%	-1%
CCn1c(SCC(=O)N(C)C2CCCCC2)nc2cc(S(N)(=O)=O)ccc21	5%	/	/	-3%	7	-5	9%	0%	/	/	1%
CCOC(=O)C1C2C=CC3(CN(Cc4ccco4)C(=O)C13)O2 (stereo unspecified)	0%	-2%	-5%	-3%	11	7	-2%	2%	8%	6%	7%
Cc1ccc(C(=O)N/C(=C/c2ccc(N(C)C)cc2)C(=O)NCC2CCCO2)cc1 (stereo unspecified)	51%[activator]	14%	7%	-3%	6	6	-4%	6%	3%	-3%	-2%
Cc1ccc(C(=O)NCCCN2CCOCC2)o1	-1%	15%	0%	0%	-4	-5	-8%	3%	0%	2%	-1%
Cc1nccn1S(=O)(=O)c1cc([N+](=O)[O-])ccc1Cl	-1%	/	0%	2%	18	-4	-5%	3%	-8%	0%	0%
C[C@@H]1C(=O)O[C@@H]2CC34[C@H]5C[C@@H](C(C)(C)C)C36[C@H](OC(=O)[C@@H]6O)OC4(C(=O)O5)[C@@]12O (stereo partly specified)	2%	-15%	/	-1%	-2	-8	7%	-2%	2%	-1%	1%
O=c1nccc(SCc2ccc(Cl)cc2Cl)[nH]1	0%	-7%	-2%	26%	-7	-2	?	?	-5%	-4%	10%
O=C1Nc2ccccc2/C1=C\c1cccn1-c1ccc(OC(F)(F)F)cc1	?	-7%	0%	?	-15	-9	-31%	?	2%	6%	4%
COc1ccc(OCC(=O)Nc2ccc(NC(=O)c3cccs3)cc2)cc1	-1%	0%	0%	-14%	-7	4	-5%	-1%	?	-3%	1%
CC(=O)Nc1ccc(S(=O)(=O)Nc2nccs2)cc1	4%	-13%	-7%	2%	-5	-3	2%	9%	?	8%	-1%
COc1ccccc1N1CCN(C(=O)c2cc(-c3cccs3)on2)CC1	-9%	-3%	-4%	25%	0	3	-2%	-5%	5%	1%	1%
Cc1cc(C(=O)NCc2cccs2)ccc1[N+](=O)[O-]	-2%	/	3%	0%	12	2	-1%	5%	16%	0%	4%
CSc1oc(-c2ccc(F)cc2)nc1S(=O)(=O)c1ccccc1	-2%	-4%	1%	-2%	6	-4	3%	7%	0%	5%	2%
CCOC(=O)c1c(C)[nH]c(C(=O)OCC(=O)Nc2sc(C(=O)N(C)C)c(C)c2C(=O)OCC)c1C	-23%	/	/	9%	-9	-12	12%	-12%	/	/	0%
COc1cc(/C=C/c2ccc(O)cc2)cc(OC)c1	4%	6%	-1%	7%	-18	0	-17%	13µM*	?	5%	0%
O=C1c2ccccc2C(=O)N1CCCc1nc(-c2ccc(Cl)cc2)no1	-8%	-3%	1%	-4%	-14	51	1%	5%	-1%[11.7 µM]	1%	3%
Cc1ccc2nc(C)c(C)nc2c1N	-1%	?	-1%	4%	-7	-8	-27%	-3%	7%	-3%	7%
CC(C)C(NC(=O)c1ccccc1)C(=O)OCc1cc([N+](=O)[O-])cc2c1OCOC2 (stereo unspecified)	-3%	?	-4%	8%	4	4	1%	4%	-10%	-4%	1%
COC(=O)c1ccc(NC(=S)NC(=O)c2cc(-c3ccccc3)nc3ccccc23)cc1	-13%	3%	-2%	-7%	14	-23	5%	?	13µM*	-1%	2%
O=C(NCc1cccnc1)C(=O)NCC(c1ccco1)N1CCN(c2ccccc2F)CC1 (stereo unspecified)	1%	/	1%	-1%	22	-3	-8%	0%	-1%	-1%	4%
CCOC(=O)c1[nH]c2ccccc2c1NC(C)=O	-1%	17%	-1%	-1%	-6	13	-1%	6%	/	5%	2%
O=C(CSC1=NCCS1)N1CCN(c2ccccc2)CC1	1%	-20%	0%	13%	11	0	4%	-10%	-12%	-21%	0%
Cc1ccc(-c2nnn(CC(=O)N(CC(=O)NC3CCCCC3)c3cccc(F)c3)n2)o1	-1%	-3%	-4%	5%	-26	-28	-5%	-2%	-7%	4%	3%
CCOC(=O)C1CCN(Cc2c(O)c3ccccc3oc2=O)CC1	18%	-6%	1%	-3%	-44	i	7%	?	?	3%	0%
O=Cc1cc2ccccc2nc1SCc1ccc(Cl)c(Cl)c1	-9%	1%	-1%	3%	6	0	-5%	?	?	-9%	3%
CC1CCCC(NC(=O)Cn2cc(C(F)(F)F)cc(Cl)c2=O)C1C (stereo unspecified)	4%	/	/	3%	-20	-38	3%	?	/	/	1%
O=C(O)c1ccc(-n2cccc2/C=C2/SC(=O)N(CC(=O)N3CCCC3)C2=O)cc1	-1%	?	-6%	-5%	-16	-4	2%	-5%	3%	7%	0%
O=C(NOCc1ccccc1)c1ccccc1	5%	/	/	-1%	0&-6	-7	-2%&18%	?	/	/	2%&1%
CCOc1ccc(C(=O)NCC(=O)N2CCN(c3ccc(C(F)(F)F)cn3)CC2)cc1	1%	/	/	3%	28	30	6%	5%	/	/	2%
CCN=C1S/C(=C\c2cc(Cl)c(OC)c(OC)c2)C(=O)N1CC	15%	-7%	0%	-4%	-5	-2	-20%	-2%	-22%	/	-2%
COc1ccc(-c2cc(C(=O)Nc3ccc4c(c3)OCO4)no2)cc1	59%[activator]	1%	6%	1%	3	4	2%	?	43%[activator]	-7%	1%
CN(C)c1nc(NCc2ccccc2)nc(N/N=C/c2ccc(Br)cc2)n1	0%	5%	-1%	-9%	-13	-3	0%	-15%	-3%	1%	1%
O=C(O)c1ccc(N/N=C/c2ccc3nccnc3c2)cc1	-10%	/	15%	-5%	16	-7	-2%	/	/	-39%	-1%
COc1nnc(-c2ccc(C)c(S(N)(=O)=O)c2)c2ccccc12	0%	-2%	-2%	1%	-4	0	-7%	?	0%	/	2%
O=C(Nc1ccc(F)cc1)c1ccc(C(=O)N2CCCC(O)C2)cc1 (stereo unspecified)	-4%	/	/	-6%	11	1	5%	7%	/	/	-7%
CCOc1ccccc1C(c1c(C)n(C)n(-c2ccccc2)c1=O)c1c(C)n(C)n(-c2ccccc2)c1=O	6%	-2%	-2%	2%	5	-10	13%	3%	-15%	0%	0%
CC[C@]12c3[nH]c4cc(CCC(=O)N(C)C)ccc4c3CCN1C(=O)[C@@H](CC(=O)NCCCN(C)C)C[C@@H]2C(=O)N1CCN(C(=O)C2CC2)CC1	2%	/	/	/	8	-3	1%	-1%	/	/	0%
CCN(CC(=O)Nc1ccc(NC(C)=O)cc1)C(=O)COc1ccccc1Cc1ccccc1	-6%	3%	2%	3%	11	-7	-3%	2%	/	/	0%
COc1ccc(-n2nc3c(N4CCC(C(=O)NCc5cccc(C)c5)CC4)nnc(C)c3c2C)cc1	-2%	24%	-1%	-4%	9	-5	-2%	?	/	/	3%
COc1cc(/C=C(/C#N)C(=O)Nc2ccc(C)cc2)ccc1Oc1nc(Cl)ncc1F	-3%	-9%	2%	-3%	-1	12	5%	?	-29%	-2%	2%
COc1cc(C)ccc1OCCCCNCc1ccccc1	-3%	-2%	2%	-8%	-5	18	4%	?	-20%	-3%	4%
COc1ccc(N2CCN(/C(=N\S(=O)(=O)c3ccc(C)cc3)Nc3nc(C)cc(C)n3)CC2)cc1	1%	2%	-3%	-2%	-6	-1	-7%	-9%	-16%	-2%	2%

These rows are one share of the data; the hit share may differ from the screen's.
